D1 PAM: Potentiators of Human D1 Dopamine Receptor: qHTS; D(1A) dopamine receptor (Homo sapiens), P21728; HEK293 TREx D1 cells, calcium flux, dopamine EC20 potentiation; potentiation, % at 10 µM; 360,000 tested, 0.036% active; in the data active = potentiation above about 30%; note: 0% is about no effect
GRP78 ERSR act: qHTS for Inducers of the Endoplasmic Reticulum Stress Response (ERSR) in Human Glioma: qHTS. AID 602332, 2012. U87-MG GRP78 promoter luciferase reporter, 16 h. Potency, µM, without a hit: at the highest dose activation, actives largely listed as activators. 420,000 tested, 0.02% active; note: potency is the fitted concentration of half-maximal effect; series mostly up to about 76 µM; % of control where 0% means no effect; nearly all actives have a fitted effect of over 35% in size
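Stably transfected U87-MG human glioma cells carrying a GRP78-based luminescent sensor were seeded at 1000 cells/well, pin-dosed with compounds and incubated 16 h. Luciferase reagent was then added, and end-point luminescence was read after 10 min at room temperature.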
D1 antagonist: Antagonist of Human D 1 Dopamine Receptor: qHTS | HEK293 TREx D1 cells, calcium flux, dopamine EC80; hits give low values | activity change, negative = inhibition, % at 10 µM | 360,000 tested, 3.2% active | AID 504652, 2011; in the data active = activity change below about -30%; note: % is set by controls: 0 for no effect and ±100 for the full control effect
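Compound effects on dopamine-evoked calcium signalling were measured in tetracycline-induced HEK293 Trex D1 cells. Dopamine at EC80 followed a 180 s compound pre-read, and fluorescence was tracked kinetically for 180 s more.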
Vif-A3F inh: qHTS for Inhibitors of Vif-A3F Interactions: qHTS; HeLa A3F-eYFP + Vif (tagged APOBEC3F with the HIV-1 protein that degrades it), YFP fluorescence increase; 390,000 tested, 0.2% active; Potency, µM (doses to about 46.1 µM), for inactives: at the highest dose activity, negative = active; note: potency is the fitted concentration of half-maximal effect; % of control where 0% means no effect; nearly all actives have a fitted effect of over 65% in size
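HeLa cells stably expressing Vif plus C-terminally eYFP-tagged A3F were seeded, incubated overnight at 37 deg C, dosed with compound, incubated overnight again at 37 deg C. Yellow fluorescence (Ex 488/Em 500-530) reported blocked Vif-mediated A3F-eYFP degradation.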
LDHA inh: qHTS assay for inhibitors of human lactate dehydrogenase; L-lactate dehydrogenase A chain (Homo sapiens), P00338; purified LDHA, NADH/diaphorase-resazurin fluorescence; hits give low values; activity change, % (values are at about 110 or 230 µM); 480,000 tested, 0.15% active; AID 1347041, 2019; in the data active = activity change below about -30%; inconclusive = mostly about -25% to -30%;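 note: plate controls were DMSO wells for no effect and wells without enzyme for full effect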
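Human LDH5 at 2 nM final in Tris HCl pH 7.4 with 0.06 mM NADH and 0.2 mM pyruvate, reacted 5 minutes at room temperature. Remaining NADH coupled via diaphorase/resazurin; resorufin fluorescence read at 0 and 20 minutes, normalized to enzyme-free and DMSO wells.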
D1 ag: Allosteric Agonists of the Human D1 Dopamine Receptor: qHTS; D(1A) dopamine receptor (Homo sapiens), P21728; HEK293 T-REx D1 cells, calcium flux, agonist mode; activation, % at 2 µM; 360,000 tested, 1% active; AID 504660, 2011; in the data active = activation above about 30%; note: 0% is about no effect
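Agonism was scored from calcium flux recorded over 180 s (1 read/s) after pintool compound addition, following a 10-cycle baseline. Cells were inducible force-coupled HEK293 TREx D1, plated overnight at 30 C and loaded with no-wash calcium dye.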
D2 potentiator: HTS Assay for Positive Allosteric Modulators of the Human D2 Dopamine Receptor: Primary Screen for Potentiators. D(2) dopamine receptor (Homo sapiens), P14416. HEK293 T-REx D2, calcium flux, EC20 dopamine potentiation. potentiation, % at 10 µM. 340,000 tested, 0.34% active. AID 485347, 2010;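 active = potentiation over 3 SD above the plate norm, cut at about 30% in these data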; note: 0% is about no effect
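Cells plated with tetracycline inducer and held overnight at 30 C; calcium dye loaded 30–90 min at room temperature; baseline taken, compound added and read 180 s; EC20 dopamine then added and read 180 s.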
RXFP1 agonist: qHTS Assay for Agonists of the Relaxin Receptor RXFP1 | HEK293T-RXFP1 cAMP TR-FRET, 30 min; response scale: percent of porcine relaxin response, buffer zero | Potency, µM (titrated, usually from 57.5 µM), without a hit: at the highest dose activation, most hits filed as activators | Relaxin receptor 1 (Homo sapiens), Q9HBX9 | 370,000 tested, 0.3% active; note: potency is the fitted concentration of half-maximal effect; % is set by controls: 0 for no effect and ±100 for the full control effect; nearly all actives have a fitted effect of over 60% in size; many of its hits are not listed in these tables
Target sequence (Q9HBX9 whole entry, looked up): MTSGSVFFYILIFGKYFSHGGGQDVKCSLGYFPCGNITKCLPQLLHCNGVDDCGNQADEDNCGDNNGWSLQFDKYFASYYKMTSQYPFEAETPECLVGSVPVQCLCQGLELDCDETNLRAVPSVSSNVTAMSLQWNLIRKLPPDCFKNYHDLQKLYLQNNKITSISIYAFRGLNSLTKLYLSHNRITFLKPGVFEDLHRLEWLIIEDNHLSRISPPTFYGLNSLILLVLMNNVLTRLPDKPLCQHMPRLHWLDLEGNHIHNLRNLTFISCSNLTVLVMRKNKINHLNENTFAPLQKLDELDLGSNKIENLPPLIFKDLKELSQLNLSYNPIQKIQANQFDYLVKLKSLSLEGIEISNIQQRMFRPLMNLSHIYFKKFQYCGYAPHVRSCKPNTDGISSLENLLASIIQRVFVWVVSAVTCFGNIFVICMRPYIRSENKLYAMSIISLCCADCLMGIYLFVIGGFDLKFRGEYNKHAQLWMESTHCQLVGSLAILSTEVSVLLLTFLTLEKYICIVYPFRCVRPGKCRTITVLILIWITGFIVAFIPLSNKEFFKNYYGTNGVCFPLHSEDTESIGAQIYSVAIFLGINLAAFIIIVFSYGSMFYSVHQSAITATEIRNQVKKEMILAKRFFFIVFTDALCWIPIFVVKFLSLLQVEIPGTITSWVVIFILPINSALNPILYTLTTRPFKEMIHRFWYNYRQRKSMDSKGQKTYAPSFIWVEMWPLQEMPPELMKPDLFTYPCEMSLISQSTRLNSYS
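HEK293 cells stably expressing RXFP1, treated 30 min at 37C with compounds plus PDE4 inhibitor Ro 20174; cAMP measured by HTRF TR-FRET. Normalized to buffer and 29 nM porcine relaxin; EC50 by Hill fit.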
Vif-A3G inh: qHTS for Inhibitors of Vif-A3G Interactions: qHTS | DNA dC->dU-editing enzyme APOBEC-3G (Homo sapiens), Q9HC16 | HeLa A3G-eYFP + Vif (tagged APOBEC3G with the HIV-1 protein that degrades it), YFP fluorescence, overnight | Potency, µM (top dose mostly 46.1 µM), inactives show at the top dose activity, negative = active, actives largely listed as inhibitors | 410,000 tested, 0.076% active | AID 602310, 2012;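 note: potency is the fitted concentration of half-maximal effect; % is set by controls: 0 for no effect and ±100 for the full control effect; nearly all actives have a fitted effect of over 60% in size; hits raise eYFP signal because A3G escapes Vif-driven loss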
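Read-out is eYFP fluorescence (Ex 488/Em 500-530) from Vif-expressing HeLa A3G-eYFP cells; more signal means A3G escaped Vif-mediated degradation. Cells plated overnight, compound pinned in, incubated overnight at 37 deg C.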
Numbers without * were called inactive; ? = inconclusive; . = no result given; & = joins results of further samples. Unless noted, calls come from the whole dose curve; as a rule, active = well fitted curve in the direction sought with a large enough effect; inconclusive = small, poorly fitted or top-dose-only effect, or another doubt; inactive = no such curve, though single readings can be large; an effect the other way counts as inactive or inconclusive. Some of the compounds tested, so the mix of outcomes need not match the whole.

Values run as follows: GRP78 ERSR act | LDHA inh | RXFP1 agonist | D1 PAM | D2 potentiator | D1 antagonist | Vif-A3F inh | Vif-A3G inh | D1 ag
O=C(NC1CCCc2ccccc21)c1cccc(Br)c1 (stereo not given)
  -5% | -2 | -0.1% | -2 | 2 | -44* | -13% | -8% | 3
CC(OC(=O)CCc1nc(=O)c2ccccc2n1C)C(=O)NCc1ccc2c(c1)OCO2 (stereo not given)
  -2% | -2 | 1.4% | 0 | -2 | -4 | -2% | 1% | 4
COc1ccc(C(C)=O)cc1CSCc1cc(C(C)=O)ccc1OC
  -1% | -10 | 1.1% | -4 | -7 | -4 | -25% | 4% | 0
COCCCNC(=S)NC1CCCCC1
  -6% | -2 | 0.5% | -1 | 12 | 1 | -2% | 1% | 3
CCOC(=O)N1CCN(S(=O)(=O)c2cc(Br)cc3c2N(C(=O)CC)CC3)CC1
  -4% | -8 | 1.1% | -4 | . | -2 | 0% | -1% | 0
O=C(CCCN1C(=O)c2ccccc2C1=O)NCCCN1CCOCC1
  -3% | -6 | 4.4% | -8 | 3 | 3 | -30% | 1% | 3
O=C(CCNS(=O)(=O)c1ccc2ccccc2c1)NCCOc1ccccc1
  0% | -3 | 3.2% | -3 | -8 | -11 | 1% | -18% | 3
C=CCn1c(COc2ccc(F)cc2)nnc1SCC(=O)NC(=O)NCc1ccco1
  -2% | -5 | -0.1% | -6 | -10 | -19 | -1% | -1% | 2
C#CCN(C[C@H]1[C@H](OC(=O)NC2CC2)[C@H](OC(=O)NC2CC2)C[C@@H](C(=O)OC)[C@H]1C(=O)OC)S(=O)(=O)c1ccc(C)cc1
  -4% | -4 | . | . | . | . | -16% | -3% | .
O=C(NCc1ccco1)c1ccc(N2CCCCC2)c([N+](=O)[O-])c1
  1% | -7 | 2.9% | -2 | 0 | -15 | -24% | -1% | 0
Cc1ccc(/C=C/C(=O)OCC(=O)NCCN2C(=O)CSC2=O)cc1
  2% | -3 | 0.2% | -2 | -7 | -4 | -1% | 1% | 2
COCCCNC(=O)c1oc2c(c1C)-c1nn(Cc3cccc(Cl)c3)cc1CC2
  -7% | 21 | -0.9% | 0 | -13 | 5 | -8% | -28% | 0
CN(C)S(=O)(=O)c1ccc(C(=O)NCCN=C2NS(=O)(=O)c3ccccc32)cc1
  -4% | -4 | -0.9% | -11 | -10 | 14 | -12% | 0% | 3
Cc1cc(C)n(S(=O)(=O)c2ccc(F)cc2)n1
  -4% | -5 | 7.0% | 17 | 1 | 10 | 7% | -2% | 0
Cc1ccc(NC(=O)CSc2nc3nn(-c4ccccc4)c(=O)c-3c3n2CCCCC3)cc1F
  -3% | -2 | . | . | . | . | -8% | -14% | .
O[C@@H]1C[C@H](c2ccccc2)N(CC2CCCCC2)C[C@H]1n1cc(C2CC2)nn1
  -2% | 0 | . | . | . | . | -1% | -8% | .
COc1ccc(OC)c(S(=O)(=O)NC2CC(=O)N(c3cccc(F)c3)C2)c1 (stereo not given)
  -1% | -5 | 0.8% | -2 | 13 | 14 | 1% | -1% | 1
Cc1cc(OCc2nnc(SCC(=O)OC3CCCCC3)o2)ccc1Cl
  -2% | -22 | 2.5% | -8 | 14 | 8 | 3% | 0% | 2
CC(=O)NC(c1ccco1)c1cc(Cl)c2ccccc2c1O (stereo not given)
  -5% | 17 | 1.1% | 2 | . | . | -13% | -10% | -3
COc1ccc(CCNC(=O)c2oc(=O)c3ccccc3c2-c2ccccc2)cc1OC
  -2% | -4 | -1.6% | 0 | 0 | -24 | -3% | 4% | 2
CCc1ccc(OCC(=O)N(C)C)c(Br)c1
  2% | -6 | -0.1% | 0 | -2 | 9 | 2% | 0% | 0
COc1ccc(NC(C)=O)cc1S(=O)(=O)Nc1ccccc1C(=O)N1CCCC1
  -4% | -2 | 1.7% | 9 | 18 | -17 | 5% | 0% | 2
CCC(C)(C)NC(=O)C(c1cccc(OC)c1OC)N(CCC(C)C)C(=O)CCC(=O)Nc1cc(C)on1 (stereo not given)
  -3% | -2 | 0.7% | -3 | 1 | 0 | 0% | 5% | 5
CC(C)(C)c1ccc(S(=O)(=O)NNC(=O)C2CCN(Cc3cccc(F)c3)CC2)cc1
  0% | 0 | 0.8% | -4 | 0 | 4 | -5% | 2% | 12
Cc1ccc(CNC(=O)c2nnc(Cc3cccc(F)c3)o2)cc1
  -2% | -7 | -0.4% | 0 | 6 | 2 | -4% | 3% | 13
O=C(Nc1ccc(C(F)(F)F)cc1)C1(c2cccs2)CCOCC1
  -1% | 0 | 1.0% | 2 | -3 | . | -7% | 2% | -3
Cc1cccc(-c2nc(CSc3nc4c(c(=O)[nH]3)CCC4)c(C)o2)c1
  -4% | 15&-5 | 2.3% | 3 | 8 | 4 | 3% | -1% | -3
Cc1nn(-c2ncc(C(F)(F)F)cc2Cl)c(=O)n1-c1ccccc1Cl
  -4% | -4 | 0.1% | 1 | 3 | 3 | 9% | 0% | 1
Cc1cc[n+](Cc2ccccc2)c(N)c1
  -2% | 0 | 0.0% | 2 | 9 | 3 | 0% | -2% | 1
O=C(CN1CCC(C(=O)c2cccc(Cl)c2)CC1)Nc1ccc(C(=O)O)cc1
  -5% | -4 | -10% | -5 | -3 | -9 | -11% | 1% | 2
CC(C)c1nc(C(N)=O)c2[nH]c(=O)n(-c3ccc(F)cc3)c2n1
  -4% | 0 | -0.7% | -5 | 1 | -1 | -7% | 1% | -1
CC(=O)C(Sc1nc(-c2ccc(F)cc2)nc2c1c(=O)n(C)c(=O)n2C)C(C)=O
  . | . | 5.7% | 1 | -1 | -1 | . | . | -1
O=C(CSc1ncnc2c1oc1ccccc12)NCc1ccco1
  -3% | -7 | ? | -5 | 5 | -14 | -4% | -4% | 4
CCN(CC)S(=O)(=O)N1CCC(C(=O)NC2CCCC2)CC1
  -6% | -1 | -4.7% | -6 | 14 | 2 | -16% | 1% | 1
C(=N\N=C\c1ccccc1)/c1ccccc1
  2% | -7 | -0.7% | 1 | 20 | 11 | 0% | 0% | 5
O=S(=O)(NCCc1csc2nc(-c3ccc(F)cc3)nn12)c1ccc2c(c1)OCCO2
  -5% | -8 | 0.6% | -1 | 5 | . | -2% | 2% | 23
CCOc1ccc(N=C2NC(=O)S/C2=C\c2ccc(N(C)C)cc2)cc1
  4% | -1 | 1.6% | -4 | -16 | 1 | ? | ? | 81*
CC(=O)Nc1ccc(NC(=O)CN(C)CC(=O)Nc2ccccc2Br)cc1
  -2% | -3 | -0.4% | -6 | 6 | 19 | 4% | 7% | 1
C[C@@H]1CN([C@@H](C)CO)C(=O)CCCn2nncc2CO[C@@H]1CN(C)S(=O)(=O)c1ccccc1F
  -2% | -8 | . | . | . | . | -1% | 1% | .
O=C(c1cc(=O)[nH]c2ccccc12)N1CCc2ccccc2C1
  -6% | 0 | 1.4% | -4 | -5 | 4 | -25% | -4% | 23
Cc1nn(CC(=O)c2ccc(Br)s2)c(C)c1[N+](=O)[O-]
  -1% | -1 | 19% | -2 | 2 | -5 | ? | -19% | 9
O=C(Nc1ccccc1O)c1ccc(NC(=O)C2CC2)cc1
  ? | -1 | 0.2% | -5 | -4 | -33* | -22% | 1% | 0
O=C(OCn1nnc2ccccc2c1=O)c1cccnc1
  -3% | -3 | -0.3% | 5 | 3 | -1 | -2% | -1% | 4
CCOC(=O)C(=CNc1cccc(C)c1C)C(=O)OCC
  4% | -1 | -0.3% | 1 | 16 | 14 | 2% | 2% | 3
CCOC(=O)c1c(NC(=O)c2ccc(OCC)c(Br)c2)sc2c1CCCC2
  -2% | -8 | -4.2% | -2 | -1 | 6 | -6% | 4% | 0
COc1ccc(NC(=O)C(NC(=O)/C=C\c2ccc3c(c2)OCO3)c2ccccc2)cc1 (stereo not given)
  -7% | -2 | -4.4% | -1 | -22 | 3 | 0% | ? | 5
COc1ccc(C(=O)N/C(=C\c2ccc(Cl)cc2)C(=O)NCCN2CCOCC2)cc1
  -4% | -6 | . | . | . | . | 5% | -5% | .
O=C(Nc1ccc(Cl)c(S(=O)(=O)N2CCCC2)c1)c1cc(=O)[nH]c2ccccc12
  -4% | 4 | . | . | . | . | 1% | -6% | .
Cc1ccc(-n2ncc3c(=O)n(CC(=O)N4CCN(c5ccccc5F)CC4)cnc32)cc1C
  -2% | -2 | 2.2% | -5 | 2 | -2 | -13% | 1% | -1
Cc1ccccc1NC(=O)Cn1c(=O)n(-c2ccc(CC(=O)NCC3CCCO3)cc2)c(=O)c2ccccc21 (stereo not given)
  -3%&-3% | -2&-3 | -0.1%&2.6% | -4&2 | 2 | -13&-1 | 7%&0% | 5%&2% | 4&-1
Cc1nc2nc(SCC(=O)NCCCN3CCCCCC3)nn2c(C)c1Cc1ccccc1
  -5% | -7 | 0.7% | . | 5 | -15 | 0% | -2% | 7
CCCC/C(C)=N/NC(=O)NC1CCCCC1
  0% | 2 | 0.4% | -7 | -2 | 5 | -1% | -2% | 1

Screening results from PubChem.
